TSG101-PTAP inh: blocks PTAP/TSG101 interaction to inhibit HIV-1 budding. 340,000 tested, under 10 active. Fluorescence polarization, FITC-PTAP peptide / Tsg101 binding. Potency, µM (doses to about 115 µM), for inactives: at the highest dose activity change, negative = inhibition, actives largely listed as inhibitors. AID 493005; active = well fitted inhibition curve with a large enough effect in the main read-out, with a control signal flat, not every such curve was filed as active; inconclusive = small, poorly fitted or top-dose-only effect, or effect the other way, or a change in a side signal; inactive = no such curve, though single readings can be large or run the other way; also: potency is read from the fitted curve at half-maximal effect; % of control where 0% means no effect
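Tsg101 binding domain (10 uM final) was mixed with compound and a FITC-labeled PTAP peptide (50 nM final) in HEPES pH 7.5 buffer with NaCl, Tween 20, EDTA and TCEP; fluorescence polarization was read after 20 min at r.t.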
S-ASM inh: inhibitors of human secretory acid sphingomyelinase; P17405; placental ASM, HMU-PC fluorogenic substrate, 60 min; Potency, µM (titrated, usually from 57.5 µM), without a hit: at the top dose activity change, negative = inhibition, actives largely listed as inhibitors; 0.006% of 340,000 active; also: potency is read from the fitted curve at half-maximal effect
Target sequence (P17405 47-631 limits assumed): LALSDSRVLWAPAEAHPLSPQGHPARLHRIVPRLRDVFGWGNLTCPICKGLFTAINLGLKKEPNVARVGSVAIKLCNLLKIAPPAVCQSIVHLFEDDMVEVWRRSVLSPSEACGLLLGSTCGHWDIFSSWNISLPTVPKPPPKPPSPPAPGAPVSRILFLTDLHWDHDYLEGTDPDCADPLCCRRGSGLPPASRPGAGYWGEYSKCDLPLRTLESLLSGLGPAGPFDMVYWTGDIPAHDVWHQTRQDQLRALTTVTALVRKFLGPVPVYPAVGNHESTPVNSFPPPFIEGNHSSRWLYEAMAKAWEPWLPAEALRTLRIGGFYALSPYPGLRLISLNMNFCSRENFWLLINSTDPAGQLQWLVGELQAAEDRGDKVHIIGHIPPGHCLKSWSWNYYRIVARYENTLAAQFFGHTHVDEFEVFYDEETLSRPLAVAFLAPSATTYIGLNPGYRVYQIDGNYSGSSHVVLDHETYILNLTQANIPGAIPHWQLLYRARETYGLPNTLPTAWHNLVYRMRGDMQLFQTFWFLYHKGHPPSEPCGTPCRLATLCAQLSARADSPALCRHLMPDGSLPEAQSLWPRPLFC
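Human placenta-derived ASM enzyme was preincubated with compound for 10 minutes at room temperature, then given fluorogenic substrate HMU-PC0 (9 uM final) for 60 minutes at 37 °C; a pH 10 stop preceded fluorescence reading at Ex 386/Em 447 nm.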
CXXC DNA block: blocks binding of human MLL CXXC domain to DNA. Q03164. MLL-CXXC / FITC-HOXA9 DNA fluorescence polarization. Potency, µM (series often up to 115 µM), inactives show at the top dose activity change, negative = inhibition, hits mostly inhibitors. 0.037% of 290,000 active; active = well fitted inhibition curve with a large enough effect in the polarisation, with a control signal flat, not every such curve was filed as active; inconclusive = small, poorly fitted or top-dose-only effect, or effect the other way, or a change in a side signal; inactive = no such curve, though single readings can be large or run the other way; the % refers to the polarisation; also: potency is read from the fitted curve at half-maximal effect
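Steps: dispense CXXC domain solution (7 uM) → pin compounds or unlabeled HOX-A9 DNA control → 5 min ambient → add FLSN-HOX-A9 solution (50 nM) → spin → 30 min ambient → fluorescence polarization. Tris pH 7.5/NaCl/DTT/BSA buffer.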
Integrin act MD: integrin-mediated muscular dystrophy alleviation activation; Potency, µM (highest dose often 38.3 µM), for the others: at the top dose activation, most hits filed as activators; alpha7betagal myoblasts, beta-gal FDG fluorescence, 48 h; 0.064% of 350,000 active;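 also: potency is read from the fitted curve at half-maximal effect; 100% = response of the positive control SU9516; nearly all actives have a fitted effect of over 60% in size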
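alpha7betagal+/- myoblasts (passage 13, 250/well) treated 48 h at 37C with compounds at 1:260 dilution of DMSO stock. Lysed, then beta-galactosidase activity read as FDG fluorescence (ex 480/em 540) after 30 min, with pre-read for autofluorescence.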
AT treatment: candidate therapy for ataxia-telangiectasia; […] A-T fibroblasts, KAP-1 phosphorylation AlphaLISA; neocarzinostatin DNA damage 30 min before lysis; Potency, µM (highest dose often 57.5 µM), for the others: at the highest dose activation, most hits filed as activators; 0.19% of 320,000 active; AID 485349; also: potency is read from the fitted curve at half-maximal effect; % of control where 0% means no effect; nearly all actives have a fitted effect of over 45% in size
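ATM-like activity read as KAP-1 phosphorylation via AlphaLISA donor/acceptor antibody pairs after lysis and 6 hr at 25C. Cells were ATM-null patient fibroblasts ([…], hTERT), dosed 60 min, then exposed to the DSB inducer NCS for 30 min.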
TCR act: T cell receptor activation; primary human leukocytes, anti-CD3, IL-2 HTRF, 48 h; Potency, µM (titrated, usually from 9.22 µM), inactives show at the highest dose activation of IL-2 secretion, hits mostly activators; 330,000 tested, under 10 active; AID 504894; also: % of control where 0% means no effect
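Primary human leukocytes receive a-CD3 beads and test compound and are incubated 48 hr. Secreted IL-2 is then assayed by HTRF, measuring 665nm acceptor emission after 320nm excitation of the europium donor.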
Menin MLL FP TR: inhibitors of human menin-MLL interaction, mutant MLL peptide. Potency, µM (doses to about 61.6 µM), inactives show top-dose FP activity change, negative = inhibition, most hits filed as inhibitors. 0.23% of 270,000 active. Menin + Texas Red MLL mutant peptide, fluorescence polarization. AID 1768. O00255; active = well fitted inhibition curve with a large enough effect in the polarisation, with a control signal flat, not every such curve was filed as active; inconclusive = small, poorly fitted or top-dose-only effect, or effect the other way, or a change in a side signal; inactive = no such curve, though single readings can be large or run the other way; the % refers to the polarisation; also: potency is read from the fitted curve at half-maximal effect; % of control where 0% means no effect; many of its hits are not listed in these tables
TSHR antag: blocks TSH signaling through the human TSH receptor. 0.2% of 330,000 active. activity change, negative = inhibition, % at 11.5 µM. TSHR-expressing cells, TSH-stimulated cAMP HTRF, 2 h; stronger effect = lower value;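 active = activity change below a set negative limit, meaning inhibition stronger than a set level, cut at about -70% in these data; inconclusive = activity change between two set negative limits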; also: % is scaled to controls: 0 for no effect and ±100 for the full control effect
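TSHR-expressing cells, 200/well, pre-treated with compound, then stimulated with EC80 TSH (4nM final) for 2 hours at 37 deg C. cAMP measured by competitive HTRF: anti-cAMP cryptate antibody in lysis buffer plus cAMP-d2, read after 30 minutes at room temperature.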
MBNL1-CUG inh: MBNL1-poly(CUG) RNA binding inhibition | AID 2675 | Potency, µM (top dose mostly 57.5 µM), for the others: at the top dose activity change, negative = inhibition, most hits filed as inhibitors | 0.036% of 280,000 active | TR-FRET MBNL1-His/biotin-(CUG)12 binding, 665/545 ratio | Q9NR56; active = well fitted inhibition curve with a large enough effect in the signal ratio, with a control signal flat, not every such curve was filed as active; inconclusive = small, poorly fitted or top-dose-only effect, or effect the other way, or a change in a side signal; inactive = no such curve, though single readings can be large or run the other way; the % refers to the signal ratio; also: potency is read from the fitted curve at half-maximal effect; % is scaled to controls: 0 for no effect and ±100 for the full control effect
Target sequence (Q9NR56 whole entry, looked up): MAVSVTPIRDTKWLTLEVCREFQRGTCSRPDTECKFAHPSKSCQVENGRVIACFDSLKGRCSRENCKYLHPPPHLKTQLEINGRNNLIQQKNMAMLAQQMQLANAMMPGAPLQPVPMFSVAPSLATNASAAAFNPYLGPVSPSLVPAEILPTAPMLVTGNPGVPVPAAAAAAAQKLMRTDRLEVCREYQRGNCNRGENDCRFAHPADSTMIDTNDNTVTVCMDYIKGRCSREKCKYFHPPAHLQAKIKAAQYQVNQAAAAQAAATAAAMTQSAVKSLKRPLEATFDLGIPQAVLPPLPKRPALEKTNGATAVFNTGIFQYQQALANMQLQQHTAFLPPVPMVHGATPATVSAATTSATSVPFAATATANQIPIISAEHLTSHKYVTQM
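Ratiometric TR-FRET (665 over 545 nm, excitation 340 nm) tracks disruption of MBNL1-His/biotin-(CUG)12 complex after 60 min at room temperature, with compounds at 92 nM to 58 uM final.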
Mito fusion yeast: inhibitors of mitochondrial division or activators of mitochondrial fusion. Potency, µM (titrated, usually from 46.1 µM), for the others: top-dose growth rescue (activation), most hits filed as activators. 0.23% of 320,000 active. S. cerevisiae fusion-defective mutant growth rescue, CellTiterGlo 48 h;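 also: potency is read from the fitted curve at half-maximal effect; % of control where 0% means no effect; nearly all actives have a fitted effect of over 45% in size; temperature-sensitive fusion mutants such as fzo1-1 at 37 °C on non-fermentable ethanol glycerol medium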
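Growth-rescue viability read-out: after 48 h at the non-permissive 37C in glycerol/ethanol YPEG, yeast mitochondrial fusion mutants are measured by CellTiterGlo luminescence; compounds (23 nl pinned per well) restoring growth score as division inhibitors or fusion activators.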
An asterisk follows results filed as active; i = inactive; ? = inconclusive; nt = not tested or not shown; [ ] = dose if it differs, or a comment. Unless noted, calls follow the shape of the dose curve; as a rule, active = well fitted curve in the direction sought with a large enough effect; inconclusive = small, poorly fitted or top-dose-only effect, or another doubt; inactive = no such curve, though single readings can be large; an effect the other way counts as inactive or inconclusive.

SMILES	TSG101-PTAP inh	S-ASM inh	CXXC DNA block	Integrin act MD	AT treatment	TCR act	Menin MLL FP TR	TSHR antag	MBNL1-CUG inh	Mito fusion yeast
Cc1ccc(-n2c(C)cc(C)c(C#N)c2=O)cc1Cl	0%	-1%	0%	-6%	2%	5%	3%	-7	-9%	-1%
O=C(CC12CC3CC(C1)CC(CC(=O)NC1=NCCS1)(C3)C2)NC1=NCCS1	-2%	3%	-6%	2%	5%	5%	-2%	6	?	1%
O=C1CCC(=O)N1CC(=O)N1CCCc2ccccc21	-2%	-13%	-1%	17%	2%	-3%	-1%	-1	-5%	1%
Cn1nnnc1SCC(=O)Nc1ccccc1N1CCCCC1	-2%	0%	1%	1%	-3%	2%[46.1 µM]	-2%	-2	?	-6%
Cc1nc(NNC(=O)c2ccccc2)cc(-c2ccccc2)n1	-6%	-2%	8%	?	3%	-6%	1%	3	-1%	0%
CC(C)(C)NCc1cc(Br)ccc1OC1CCCC1	-6%	4%	13%	0%	2%	-3%	1%	-1	-8%	-3%
C/C(CC(=O)Nc1ccccc1Br)=N\NC(=O)C(=O)N1CCCC1	-6%	0%	3%	17%	-4%	0%	8%	-7	-2%	-8%
CCOc1cc(NC(=S)NC)c(OCC)cc1NC(=O)c1cccs1	-2%	-2%	-6%	16%	-6%	-3%	nt	-2	4%	-5%
COc1cc(/C=C\C(=O)NCc2ccc3c(c2)cc(C)n3C)cc(OC)c1OC	-2%	-5%	-4%	-1%	7%	4%	1%	1	101%[activator]	-5%
CC(C)[C@@H]1NC(=O)c2cc([N+](=O)[O-])cc(I)c2OCC[C@@H](C(N)=O)NC(=O)[C@H](CCC(=O)O)NC1=O	-4%	0%	13%	-2%	-3%	-1%	12%	-7	?	1%
Cc1c(NC=C(C#N)C#N)c(=O)n(-c2ccccc2)n1C	0%	1%	-1%	0%	6%[11.5 µM]	8%	9%	7	-16%	1%
CC1(C)CC(=O)c2cc(C(=O)N3CCN(CCO)CC3)c(=O)n(-c3ccc(Cl)cc3)c2C1	-6%	6%	3%	4%	1%	nt	nt	7	-3%	-2%
CCN(CC)C(=O)CC(c1cc(OC)c(OC)c(OC)c1)c1c(OC)cc(OC)c2c(-c3ccccc3)cc(=O)oc12 (configuration not stated)	-4%	-6%	1%	-19%	19%	7%	-2%	-6	15%	-12%
CC(=O)c1sc2nc(SCC(=O)N3CCCCC3)[nH]c(=O)c2c1C	-2%	36%[activator]	2%	0%	2%	-7%	-18%	0	92%[activator]	3%
Cc1noc(C)c1S(=O)(=O)N(C)CC(=O)NCc1ccccc1	-4%	-2%	1%	10%	-2%	-1%	19%	1	0%	-7%
Cc1ccc(NCc2n[nH]c(=S)n2-c2ccccc2)cc1	1%	0%	44%[activator]	0%	-4%	1%	4%	2	-3%	1%
S=c1nc(NCc2ccc3c(c2)OCO3)c2ccccc2[nH]1	0%	0%	28%	-1%	23%	2%	?	5	16%	-31%
CCCc1cc(=O)oc2cc(OC(C)C(=O)NCC3CCC(C(=O)O)CC3)c(Cl)cc12 (configuration not stated)	0%	6%	-14%	-10%	4%	-2%	-12%	-15	-4%	2%
COc1ccccc1CCNS(=O)(=O)CCNC(=O)c1ccc2c(c1)OCO2	-4%	nt	nt	15%	2%	1%	nt	-5	nt	-3%
COc1ccc(-c2cccc(C3CC=CC4C3C(=O)N(Cc3ccccc3)C4c3ccc(C(F)(F)F)cc3)c2)cc1 (configuration not stated)	0%	-5%	9%	15%	-10%	0%	-21%	-1	-5%	13%
COC(=O)c1cc(CN2CCN(c3ccccc3C)CC2)ccc1O	-1%	0%	-4%	-29%	0%	1%	-5%	1	-8%	11%
Nc1nc(-c2sc3nc4c(cc3c2N)CCCC4)nc(N2CCOCC2)n1	0%	i	0%	-9%	16%	7%	?	3	15%	4%
CC1CCCCC1NC(=O)COC(=O)c1ccc2c(c1)NC(=O)CS2 (configuration not stated)	1%	-2%	nt	-21%	12%	3%	nt	nt	nt	nt
CCOc1ccc(NC(=O)c2ccc(Cl)c(NC(=O)c3ccco3)c2)cc1	2%	0%	-9%	-17%	2%	3%	-14%	-6	7%	-1%
COCCNC(=O)c1cc(-c2ccccc2)nn1Cc1cc(C)no1	0%	0%	nt	2%	6%	5%	nt	-6	nt	nt
CCOC(=O)Nc1cccc(OCC(=O)Nc2ccccc2OC)c1	-1%	0%	-1%	29%	-1%	-1%	-10%	-11	-17%	-4%
COc1ccc2nc(C)cc(Nc3ccc(C(=O)O)cc3)c2c1	0%	1%	3%	5%	10µM*	0%	-1%	14	?	12%
COc1cc(C(=O)NNC(=O)CN2C(=O)NC3(CCCC3)C2=O)cc(OC)c1OC	1%	4%	nt	4%	0%	-1%	nt	-1	nt	-2%
COc1cccc(C(=O)Nc2c[nH]c(=O)[nH]c2=O)c1	-3%	1%	-10%	4%	-8%	1%	nt	-2	-10%	4%
Cc1ccc(C(=O)NC(=S)Nc2ccc(N3CCOCC3)cc2)cc1	0%	-11%	0%	-39%	-8%	-2%	-10%	-7	8%	-5%
COc1cccc(N2C(=O)C3CCCN3C2=S)c1 (configuration not stated)	-4%	-9%	?	18%	-14%	-5%	1%	2	-7%	2%
Cc1nc(-c2ccccc2OC(F)(F)F)[nH]c(=O)c1Cl	-2%	1%	17%	10%	-4%	-5%	nt	16	nt	-1%
O=C(COC(=O)Cc1ccc(Cl)cc1)Nc1ccccc1F	1%	1%	1%	22%	3%	1%	0%	6	?	0%
CC(C)C[C@@H](CNCC(=O)[C@H](Cc1c[nH]c2ccccc12)NC(=O)c1[nH]cnc1C(=O)N[C@@H](C)CN)NC(=O)c1nc[nH]c1C(=O)N[C@@H](C)C(=O)O	1%	2%	nt	18%	nt	-6%	nt	nt	nt	nt
O=C(CN1C(=O)NC(c2ccccc2)(c2ccccc2)C1=O)NCc1ccco1	-2%	3%	nt	-6%	5%	-1%[46.1 µM]	nt	89	nt	nt
Cc1cc(OCC(=O)Nc2ncn[nH]2)ccc1Cl	-5%	1%	nt	27%	6%	1%	nt	-15	nt	-1%
Cc1ccc(F)cc1NC(=O)C1CCN(c2cnccn2)CC1	-2%	26%	1%	-28%[7.66 µM]	8%	7%	5%	-4	5%	-2%
O=C(O)CCC(=O)N1N=C(c2ccc(Br)cc2)CC1c1ccc(Br)cc1 (configuration not stated)	0%	-4%	8%	4%	5%	7%	-3%	6	54%[activator]	11%
Cn1cnnc1SCC(=O)Nc1ccc(F)cc1	0%	-4%	-8%	6%	?	6%	-7%	8	-4%	-2%
O=C(/C=C/c1ccc(-c2ccccc2)o1)c1ccccc1	0%	13%	19%	-14%	28%	1%[46.1 µM]	?	-21	-2%	23%
CC1CC(Nc2ccccc2)=NC1(C)C (configuration not stated)	-6%	2%	-4%	-8%	-5%	-1%[46.1 µM]	-6%	14	3%[11.5 µM]	nt
C=CCOc1cccc(C2C(C(=O)c3ccc(C)o3)=C(O)C(=O)N2c2nccs2)c1 (configuration not stated)	-26%	7%	?	-7%	-5%	4%	?	17	78%[activator]	1%
O=C(COc1ccc(S(=O)(=O)N2CCOCC2)cc1)NCc1ccccc1	0%	1%	12%	9%	-8%	6%	nt	-3	-4%	-2%
O=C(NCc1ccc(Cl)cc1)C1CCC(=O)N(C2CCCCCC2)C1 (configuration not stated)	-4%	-1%	8%	-7%	10%	3%	nt	0	3%	0%
Cc1ccc(C(=O)Nc2cccc(C(=O)N3CCN(C)CC3)c2)cc1	-5%	-1%	17%	-9%[7.66 µM]	7%	nt	4%	17	-11%	-3%
COC(=O)c1ccc(/C=N/NC(=O)CC(=O)NC2CCCCC2)cc1	1%	3%	-13%	2%	1%	-2%	8%	0	14%	-2%
NC(=O)C1CCN(C(=O)COc2ccc3ccccc3c2Br)CC1	-8%	1%	4%	-42%	7%	-3%	nt	6	?	-1%
Cc1ccc(NC(=O)COC(=O)c2ccco2)cc1	-7%	6%	8%	32%	-6%[11.5 µM]	3%	0%	7	-3%	-4%
Cc1sc2nc(CSC(C)C(=O)N(C)CC(=O)Nc3ccccc3C(F)(F)F)[nH]c(=O)c2c1C (configuration not stated)	1%	-1%	nt	-21%	2%	0%	nt	5	nt	-2%

Compound activity: PubChem, National Center for Advancing Translational Sciences (NCATS)

These rows are one share of the data, so the mix of outcomes need not match the whole.
